Screening data from PubChem.
FAS TE block: FAS thioesterase (human) inhibition. P49327. recombinant FAS-TE, OMFH fluorogenic substrate, fluorescence endpoint. inhibition, % at 15 µM. actives 0.67% (n = 360,000). AID 602261;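 active = compounds whose normalised, plate-corrected inhibition of enzyme fluorescence in the single-dose primary screen is 50% or more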;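 also: 0% = DMSO with enzyme and 100% = substrate without enzyme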
Rpn11 block: blocks the human proteasome subunit Rpn11; O00487; actives 0.59% (n = 360,000); human 26S proteasome, Ub4-pepOG fluorescence polarization; 20S core pre-blocked with epoxomicin; calls only at 20 µM;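 active = inhibition at 20 µM, scaled to each plate's controls, above about 33%, limit read from the data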
Target sequence (O00487 whole entry, looked up): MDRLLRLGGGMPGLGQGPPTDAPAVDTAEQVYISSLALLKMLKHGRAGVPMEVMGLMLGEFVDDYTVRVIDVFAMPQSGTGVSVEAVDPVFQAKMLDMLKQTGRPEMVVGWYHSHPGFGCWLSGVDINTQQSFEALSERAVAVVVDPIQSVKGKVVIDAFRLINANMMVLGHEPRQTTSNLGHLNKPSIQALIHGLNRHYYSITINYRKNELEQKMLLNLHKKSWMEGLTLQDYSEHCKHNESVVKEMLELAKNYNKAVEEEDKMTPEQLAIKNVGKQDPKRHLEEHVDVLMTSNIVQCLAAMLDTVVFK
MLLE-PAM2 inh: inhibitors of microRNA-mediated deadenylation, human PABP1 MLLE binding | inhibition, % at 20 µM | GST-MLLE / FITC-PAM2 fluorescence polarization | P11940 | actives 0.36% (n = 360,000); in the data active = inhibition above about 35%, passing the limit was not always enough;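 also: plate controls were DMSO wells with GST-MLLE for no effect and wells lacking GST-MLLE protein for full effect; some results filed as inactive read as strong as hits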
Target sequence (P11940 whole entry, looked up): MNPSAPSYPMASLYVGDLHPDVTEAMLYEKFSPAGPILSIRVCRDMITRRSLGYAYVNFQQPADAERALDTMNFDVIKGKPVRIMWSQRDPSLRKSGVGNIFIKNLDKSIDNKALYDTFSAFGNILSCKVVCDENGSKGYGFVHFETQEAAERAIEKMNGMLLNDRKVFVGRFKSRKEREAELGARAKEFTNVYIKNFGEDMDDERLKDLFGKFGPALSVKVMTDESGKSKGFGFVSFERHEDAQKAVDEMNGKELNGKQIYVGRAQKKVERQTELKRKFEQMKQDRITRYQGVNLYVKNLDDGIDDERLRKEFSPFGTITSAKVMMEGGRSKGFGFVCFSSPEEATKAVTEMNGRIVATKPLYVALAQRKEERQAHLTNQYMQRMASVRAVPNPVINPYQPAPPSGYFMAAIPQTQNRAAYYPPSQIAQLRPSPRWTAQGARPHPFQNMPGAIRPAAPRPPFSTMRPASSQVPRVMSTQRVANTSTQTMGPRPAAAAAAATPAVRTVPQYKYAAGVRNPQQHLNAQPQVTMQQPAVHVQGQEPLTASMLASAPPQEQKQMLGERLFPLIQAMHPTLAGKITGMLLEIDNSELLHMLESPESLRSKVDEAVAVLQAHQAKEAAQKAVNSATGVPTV
Rin1 Abl inh: human Rin1-Abl interaction inhibition | AID 588664 | actives 0.4% (n = 360,000) | inhibition, % at 7.35 µM | P00519+Q13671 | TR-FRET Rin1/Abl binding, biochemical; in the data active = inhibition above about 5%, passing the limit was not always enough
CSN deneddyl inh: blocks human CSN-mediated cullin deneddylation; Q92905; Purified CSN, SCF-Nedd8-OG deneddylation, fluorescence polarization; inhibition, % at 12.5 µM; actives 0.38% (n = 360,000); AID 651999;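 active = pattern-corrected inhibition above about 35%, with an unprinted fluorescence ratio check between 0.5 and 1.5, limit read from the data, passing the limit was not always enough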;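 also: 0% = enzyme with substrate and 100% = substrate without enzyme; some results filed as inactive read as strong as hits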
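Material: human Csn5 produced in HEK293T cells; Input: enzyme 0.24 nM; Reagent: SCFSkp2-Nedd8OG substrate at 10 nM final; Dosing: 12.5 µM compound; Incubation: 90 min reaction at room temperature; Detection: fluorescence polarization of the substrate; Evaluation: % inhibition of substrate cleavage by Csn5; Control set: substrate-only high control, full reaction low control.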
bovine MsrA act: activators of bovine methionine sulfoxide reductase A; purified bovine MsrA, absorbance read-out; activation, % at 10.6 µM; actives 0.3% (n = 360,000); in the data active = activation above about 7.5%;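 also: 0% = vehicle and 100% = reference activator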
MT1-MMP act inh: blocks activation of human MT1-MMP; P50281; HT1080 RFP-PRO-GFP cells, GFP/RFP ratio fluorescence, overnight; percent of plate control window, DMSO zero; GFP/RFP ratio change, % at 20 µM; actives 0.061% (n = 360,000); AID 651647;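 active = GFP/RFP ratio change of at least 30% with cell ATP level not reduced by more than half and red fluorescence within 50% of control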; also: strong numbers were not always called active
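Material – HT1080 RFP-PRO-GFP cells · Control set – DMSO wells and RFP-L50D-GFP cells · Incubation – overnight cell settling, then overnight compound exposure, 37 °C, 5% CO2 · Compound dosing – single-point 20 µM compound, 1% DMSO · Read-out – GFP/RFP fluorescence ratio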
E coli Lon inh: E. coli protease La inhibition. AID 602123. inhibition, % at 7.94 µM. P0A9M0. actives 0.42% (n = 360,000). purified E. coli Lon protease, fluorescence polarization; in the data active = inhibition above about 13%, passing the limit was not always enough;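 also: 0% = enzyme with probe and DMSO and 100% = no enzyme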
MsrA inhibitor: bovine MsrA inhibition. purified bovine MsrA, absorbance read-out. inhibition, % at 15.5 µM. actives 0.75% (n = 360,000). AID 651718; in the data active = inhibition above about 4.5%;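 also: 0% = vehicle wells with enzyme and 100% = reference inhibitor wells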
* = called active by the depositor. Compounds were not picked by outcome. Share with any hit: about 3.7%.

Nc1nc(Nc2ccccc2)nc2c1ncn2[C@@H]1O[C@H](CO)[C@@H](O)[C@H]1O was read as FAS TE block -2, Rpn11 block inactive, MLLE-PAM2 inh 7, Rin1 Abl inh -3, CSN deneddyl inh -6, bovine MsrA act -3, MT1-MMP act inh 0, E coli Lon inh 0 and MsrA inhibitor -0.3.
Cc1ccc(C)c(Cn2c(=O)n(C)c(=O)c3sccc32)c1 was read as FAS TE block 4, Rpn11 block inactive, MLLE-PAM2 inh 16, Rin1 Abl inh 1, CSN deneddyl inh 0, bovine MsrA act -2, MT1-MMP act inh 4, E coli Lon inh -7 and MsrA inhibitor -0.8.
For COc1ccc(-n2nc3ccc(N)cc3n2)cc1 the results were FAS TE block -3, Rpn11 block inactive, MLLE-PAM2 inh -6, Rin1 Abl inh -3, CSN deneddyl inh 3, bovine MsrA act 2, MT1-MMP act inh 0, E coli Lon inh -9 and MsrA inhibitor 1.2.
`COc1ccc2cc(C3(C)NC(=O)NC3=O)ccc2c1` (centres undefined) gave FAS TE block -11, Rpn11 block inactive, MLLE-PAM2 inh 0, Rin1 Abl inh -2, CSN deneddyl inh 2, bovine MsrA act -10, MT1-MMP act inh 0, E coli Lon inh 4 and MsrA inhibitor -0.4.
For CC(C)CC(=O)Nc1cc(NC(=O)CC(C)C)cc(C(=O)NC(C)(C)C)c1 the results were FAS TE block 4, Rpn11 block inactive, MLLE-PAM2 inh -15, Rin1 Abl inh -2, CSN deneddyl inh -5, bovine MsrA act -1, MT1-MMP act inh -6, E coli Lon inh 1 and MsrA inhibitor -1.0.
`C[C@H]1O[C@H]1P(=O)(O)O` gave FAS TE block -4, Rpn11 block inactive, MLLE-PAM2 inh -3, Rin1 Abl inh -4, CSN deneddyl inh 0, bovine MsrA act -6, MT1-MMP act inh -3, E coli Lon inh -12 and MsrA inhibitor -0.6.
Screening CCCCn1c(N)c(N(CCC(C)C)C(=O)c2ccc(COc3ccccc3)o2)c(=O)[nH]c1=O returned FAS TE block -3, Rpn11 block inactive, MLLE-PAM2 inh -4, Rin1 Abl inh 3, CSN deneddyl inh -5, bovine MsrA act -11, MT1-MMP act inh -1, E coli Lon inh -6 and MsrA inhibitor 0.3.
For O=C(Cc1ccccc1)Nc1ccccc1C(=O)NCC1CCCO1 (centres undefined) the results were FAS TE block -8, Rpn11 block inactive, MLLE-PAM2 inh 0, Rin1 Abl inh -3, CSN deneddyl inh 1, bovine MsrA act -6, MT1-MMP act inh -1, E coli Lon inh 11 and MsrA inhibitor 1.5.
For COc1ccc(NC(=O)c2cc(C)no2)cc1 the results were FAS TE block -6, Rpn11 block inactive, MLLE-PAM2 inh -1, Rin1 Abl inh -2, CSN deneddyl inh -2, bovine MsrA act 0, MT1-MMP act inh 3, E coli Lon inh 0 and MsrA inhibitor 0.1.
For COc1cc(CCC(=O)Nc2nnc(-c3cccnc3)s2)cc(OC)c1OC the results were FAS TE block -6, Rpn11 block inactive, MLLE-PAM2 inh 33, Rin1 Abl inh -1, CSN deneddyl inh -7, bovine MsrA act -4, MT1-MMP act inh 1, E coli Lon inh -8 and MsrA inhibitor 1.6.
`O=C(CC(C(=O)O)P(=O)(c1ccccc1)c1ccccc1)c1ccccc1` (centres undefined) gave FAS TE block -4, Rpn11 block inactive, MLLE-PAM2 inh 5, Rin1 Abl inh 2, CSN deneddyl inh -2, bovine MsrA act -2, MT1-MMP act inh -3, E coli Lon inh -2 and MsrA inhibitor -0.4.
Cc1ccsc1C(=O)Nc1cccc(-n2cnnn2)c1 was read as FAS TE block 4, Rpn11 block inactive, MLLE-PAM2 inh -11, Rin1 Abl inh -1, CSN deneddyl inh -3, bovine MsrA act -1, MT1-MMP act inh -2, E coli Lon inh -3 and MsrA inhibitor -0.6.
For O=C(Nc1ccccc1)C1CC(=O)N(Cc2ccccc2)C1 (centres undefined) the results were FAS TE block -2, Rpn11 block inactive, MLLE-PAM2 inh -31, Rin1 Abl inh 2, CSN deneddyl inh -1, bovine MsrA act -6, MT1-MMP act inh 0, E coli Lon inh -6 and MsrA inhibitor -1.1.
For Cc1ccc(NC(=O)c2ccc(Cl)c(S(=O)(=O)Nc3c(C)n(C)n(-c4ccccc4)c3=O)c2)cc1Cl the results were FAS TE block 76*, Rpn11 block inactive, MLLE-PAM2 inh 3, Rin1 Abl inh 1, CSN deneddyl inh -5, bovine MsrA act 0, MT1-MMP act inh 1, E coli Lon inh -8 and MsrA inhibitor 2.0.
Screening CCC(C)NC(=O)CCc1c(C)nc2c(c(C)nn2-c2ccccc2)c1C (centres undefined) returned FAS TE block -2, Rpn11 block inactive, MLLE-PAM2 inh 1, Rin1 Abl inh 1, CSN deneddyl inh 3, bovine MsrA act -3, MT1-MMP act inh -2, E coli Lon inh -2 and MsrA inhibitor -0.6.
Screening O=C(NC1CCCCC1)C1CCC(=O)N(Cc2cccc(C(F)(F)F)c2)C1 (centres undefined) returned FAS TE block 0, Rpn11 block inactive, MLLE-PAM2 inh -13, Rin1 Abl inh 0, CSN deneddyl inh 4, bovine MsrA act -3, MT1-MMP act inh 4, E coli Lon inh 8 and MsrA inhibitor 1.3.
`CC(C)(C)c1ccc(OC(=O)Nc2ccc(O)c(C(=O)O)c2)cc1` gave FAS TE block 50*, Rpn11 block inactive, MLLE-PAM2 inh -13, Rin1 Abl inh 2, CSN deneddyl inh 5, bovine MsrA act -4, MT1-MMP act inh 6, E coli Lon inh -3 and MsrA inhibitor -1.3.
Cc1c(Cl)cnc(NC(=O)COC(=O)c2ccc([N+](=O)[O-])s2)c1Cl was read as FAS TE block 5, Rpn11 block inactive, MLLE-PAM2 inh -29, Rin1 Abl inh 1, CSN deneddyl inh 33, bovine MsrA act 0, MT1-MMP act inh -9, E coli Lon inh -1 and MsrA inhibitor 0.7.
Screening CC(=O)N1CCN(C23CC4CC(CC(C4)C2)C3)CC1 returned FAS TE block -1, Rpn11 block inactive, MLLE-PAM2 inh 15, Rin1 Abl inh -3, CSN deneddyl inh 6, bovine MsrA act -1, MT1-MMP act inh 1, E coli Lon inh -10 and MsrA inhibitor 2.1.
Screening Cc1ccnc(NC(=O)CCC(=O)N(CC(=O)NC2CCCCC2)Cc2cccs2)c1 returned FAS TE block -2, Rpn11 block inactive, MLLE-PAM2 inh 22, Rin1 Abl inh 1, CSN deneddyl inh -4, bovine MsrA act -2, MT1-MMP act inh 0, E coli Lon inh -8 and MsrA inhibitor -1.0.
Screening COc1ccc(C)cc1NCc1cccc(OC)c1OC returned FAS TE block 5, Rpn11 block inactive, MLLE-PAM2 inh -5, Rin1 Abl inh 5, CSN deneddyl inh 0, bovine MsrA act -2, MT1-MMP act inh 5, E coli Lon inh -2 and MsrA inhibitor -0.6.
`Cc1ccc(N(CC(O)CON=C2c3ccccc3-c3ccccc32)S(C)(=O)=O)cc1` (centres undefined) gave FAS TE block 31, Rpn11 block inactive, MLLE-PAM2 inh 5, Rin1 Abl inh 0, CSN deneddyl inh -4, bovine MsrA act -1, MT1-MMP act inh 0, E coli Lon inh 3 and MsrA inhibitor 0.0.
`Cc1csc(=O)n1CCC(=O)OCC(=O)c1ccc(Br)cc1` gave FAS TE block 6, Rpn11 block inactive, MLLE-PAM2 inh 13, Rin1 Abl inh 1, CSN deneddyl inh -3, bovine MsrA act -2, MT1-MMP act inh -1, E coli Lon inh -6 and MsrA inhibitor -1.3.
`CC(=O)c1ccc(NC(=O)c2ccc(-n3cncn3)c([N+](=O)[O-])c2)cc1` gave FAS TE block -2, Rpn11 block inactive, MLLE-PAM2 inh -32, Rin1 Abl inh 0, CSN deneddyl inh 5, bovine MsrA act -2, MT1-MMP act inh -1, E coli Lon inh -2 and MsrA inhibitor -0.2.
For O=C(CN1C(=O)CSc2ccc(S(=O)(=O)N3CCOCC3)cc21)N1CCCCC1 the results were FAS TE block -2, Rpn11 block inactive, MLLE-PAM2 inh -5, Rin1 Abl inh 4, CSN deneddyl inh -3, bovine MsrA act -2, MT1-MMP act inh -1, E coli Lon inh -18 and MsrA inhibitor -1.4.
CCOC(=O)C(NC(=O)c1ccccc1)(N1CCOCC1)C(F)(F)F (centres undefined) was read as FAS TE block -5, Rpn11 block inactive, MLLE-PAM2 inh 14, Rin1 Abl inh 2, CSN deneddyl inh 5, bovine MsrA act -13, MT1-MMP act inh 4, E coli Lon inh -3 and MsrA inhibitor -1.6.
Screening Cc1ccc(Cn2c(O)c(N=NC(=S)Nc3ccccc3F)c3ccccc32)cc1 returned FAS TE block 19, Rpn11 block inactive, MLLE-PAM2 inh 14, Rin1 Abl inh 3, CSN deneddyl inh 5, bovine MsrA act -7, MT1-MMP act inh 9, E coli Lon inh -4 and MsrA inhibitor -0.5.
For Cc1cc(C)c(S(=O)(=O)N2CCCC2CNC(=O)c2ccc3c(c2)OCO3)c(C)c1 (centres undefined) the results were FAS TE block 6, Rpn11 block inactive, MLLE-PAM2 inh 1, Rin1 Abl inh 6, CSN deneddyl inh -3, bovine MsrA act -7, MT1-MMP act inh -3, E coli Lon inh 0 and MsrA inhibitor 0.2.
C=CCOc1ccc(C(c2c(C(=O)O)[nH]c3ccccc23)c2c(C(=O)O)[nH]c3ccccc23)cc1 was read as FAS TE block -2, Rpn11 block inactive, MLLE-PAM2 inh -9, Rin1 Abl inh 2, CSN deneddyl inh 22, bovine MsrA act -5, MT1-MMP act inh -1, E coli Lon inh 19 and MsrA inhibitor 0.6.
Cc1ccc(S(=O)(=O)N2c3cc(C)ccc3OCC2C(C)(C)C)cc1 (centres undefined) was read as FAS TE block 27, Rpn11 block inactive, MLLE-PAM2 inh 5, Rin1 Abl inh -1, CSN deneddyl inh -2, bovine MsrA act -1, MT1-MMP act inh -6, E coli Lon inh 2 and MsrA inhibitor -0.7.
CCOC(=O)c1sc(NC(C)=O)nc1-c1ccccc1 was read as FAS TE block -1, Rpn11 block inactive, MLLE-PAM2 inh -15, Rin1 Abl inh -1, CSN deneddyl inh 0, bovine MsrA act -3, MT1-MMP act inh -2, E coli Lon inh 6 and MsrA inhibitor 0.5.
O=C(COc1ccccc1)NCC(c1ccco1)N1CCCCC1 (centres undefined) was read as FAS TE block -2, Rpn11 block inactive, MLLE-PAM2 inh -1, Rin1 Abl inh -1, CSN deneddyl inh -4, bovine MsrA act -9, MT1-MMP act inh 3, E coli Lon inh -1 and MsrA inhibitor -0.5.
Screening CCc1ccc[n+](-c2[nH]c(=O)sc2/C=N/N=C(\[O-])c2cccnc2)c1 returned FAS TE block -6, Rpn11 block inactive, MLLE-PAM2 inh 21, Rin1 Abl inh -1, CSN deneddyl inh -4, bovine MsrA act -1, MT1-MMP act inh 5, E coli Lon inh -4 and MsrA inhibitor 4.1.
Screening O=C(Nc1cccnc1)c1ccc(F)c(S(=O)(=O)N2CCOCC2)c1 returned FAS TE block -5, Rpn11 block inactive, MLLE-PAM2 inh -5, Rin1 Abl inh 3, CSN deneddyl inh 2, bovine MsrA act -3, MT1-MMP act inh -1, E coli Lon inh 7 and MsrA inhibitor 0.1.
`O=C(O)c1ccc(SCc2ccccc2)nc1` gave FAS TE block -4, Rpn11 block inactive, MLLE-PAM2 inh 5, Rin1 Abl inh 3, CSN deneddyl inh -3, bovine MsrA act -1, MT1-MMP act inh -1, E coli Lon inh 7 and MsrA inhibitor -0.3.
